# Vif inh: blocks HIV Vif function; AID 602346; inhibition, % at 7.49 µM; HEK293T cells, Vif self-association by quenched fluorescence, imaging, 24 h; 340,000 tested, 0.35% active; in the data active means inhibition above about 50%, passing the limit was not always enough; inconclusive means no clear call, values can overlap the other calls; inactive means below about 31%; further: some results filed as inactive read as strong as hits
# TLR9-MyD88 block: blocks human TLR9 binding to MyD88. Q9NR96+Q99836. inhibition, % at 4.98 µM. CHO BLA complementation TLR9-MyD88, CCF4 FRET ratio. 340,000 tested, 0.21% active;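 active means inhibition above the mean over all tested compounds plus 3 SD, cut at about 21% in these data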;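 further: 0% = DMSO only wells and 100% = clavulanate BLA inhibitor control wells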
# ABHD5 PLIN5 PPI: blocks binding of human ABHD5 to perilipin-5. inhibition, % at 4 µM. 360,000 tested, 0.78% active. AID 602281. Split G. princeps luciferase complementation, luminescence, 4 h. Q00G26+Q8WTS1;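 active means inhibition above the mean inhibition across every tested compound plus 3 SD, cut at about 22% in these data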;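 further: 0% = DMSO only wells and the 100% control is not disclosed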
# aDG glyco up: alpha-DG glycosylation activation. Pro5-aDG cells, alpha-DG glycosylation AlphaScreen (IIH6); 0% Pro5, 100% B10-LARGE cell signal. activation, % at 10 µM. 360,000 tested, 0.22% active;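 active means activation of at least 8% versus controls, or a plate z-score of at least 8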;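 further: Pro5 are CHO cells carrying HIG-tagged alpha-DG that lacks glycosylation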
# Glyco luc inh: N-linked glycosylation inhibition; 360,000 tested, 0.23% active; D54 ERlucT glycosylation luciferase reporter, 24 h; percent of 100 nM tunicamycin response; reporter increase, % at 12.5 µM;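 active means mean luciferase reporter signal, scaled so untreated is 0 and the glycosylation-blocking control 100, at or above a set limit in every replicate; inconclusive means mean reaches the limit but not every replicate does; inactive means mean below the limit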;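 further: luciferase carries N-glycosylation sites so blocking glycosylation raises the light; 0% = median of neutral control wells and 100% = median of 100 nM tunicamycin wells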
# MC4R antagonist: human MC4R antagonism in cAMP assay; inhibition, % at 6.5 µM; MC4R-expressing cells, MTII-stimulated cAMP, LANCE TR-FRET; P32245; 360,000 tested, 0.48% active;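 active means inhibition above its plate's cutoff, the mean of tested wells on that plate plus 3 SD, cut at about 29% in these data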;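 further: 0% = Melanotan II alone and 100% = Melanotan II plus saturating MCL0020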
# Target sequence (P32245 whole entry, looked up): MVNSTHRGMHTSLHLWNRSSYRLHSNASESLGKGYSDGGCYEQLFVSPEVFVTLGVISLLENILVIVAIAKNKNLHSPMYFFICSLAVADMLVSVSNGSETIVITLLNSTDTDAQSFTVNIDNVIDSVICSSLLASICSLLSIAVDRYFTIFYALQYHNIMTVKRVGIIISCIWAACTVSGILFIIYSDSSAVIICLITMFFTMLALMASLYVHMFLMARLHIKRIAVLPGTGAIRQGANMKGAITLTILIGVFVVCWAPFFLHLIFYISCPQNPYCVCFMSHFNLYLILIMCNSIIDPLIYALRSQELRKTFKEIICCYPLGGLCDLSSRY
#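 Material – human MC4R-expressing U2OS cells · Repeats – no replicates · Detection – TR-FRET with Eu-cAMP and labeled anti-cAMP, 671 nm · Times – compound 30 min, challenge 1 h, detection 1 h · Compound – single nominal compound dose of 6.5 µM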
# MC4R ag barr: activates human MC4R beta-arrestin recruitment. P32245. U2OS MC4R beta-arrestin complementation, luminescence; percent of melanotan II response, DMSO zero. activation, % at 8.9 µM. 360,000 tested, 0.98% active. AID 540308;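 active means activation above a per-plate cutoff, the mean activation of sample wells on that plate plus 3 SD, cut at about 8% in these data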
# ABCB6 inh 2: human ABCB6 transporter inhibition; Q9NP58; K562-ABCB6 porphyrin accumulation, flow cytometry, 1 h; active compounds read low; fluorescence ratio to DMSO, % at 10 µM; 360,000 tested, 0.19% active; AID 602162;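 active means fluorescence ratio to DMSO below 75%, the collection mean minus 3 SD; inconclusive means too few cells collected in the well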;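 further: signal is porphyrin accumulated inside mitochondria; 100% equals median channel fluorescence of DMSO control wells; lower ratio means ABCB6 inhibition with less porphyrin fluorescence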
# NOD2 RIPK2 PPI: inhibitors of human NOD2-RIPK2 interaction | 360,000 tested, 0.38% active | CHO BLA complementation NOD2-RIPK2, CCF4 ratio | O43353 | inhibition, % at 4.98 µM | AID 624267; in the data active means inhibition above about 21%;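 further: 0% = vehicle only and 100% = reference blocker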
# Target sequence (O43353 whole entry, looked up): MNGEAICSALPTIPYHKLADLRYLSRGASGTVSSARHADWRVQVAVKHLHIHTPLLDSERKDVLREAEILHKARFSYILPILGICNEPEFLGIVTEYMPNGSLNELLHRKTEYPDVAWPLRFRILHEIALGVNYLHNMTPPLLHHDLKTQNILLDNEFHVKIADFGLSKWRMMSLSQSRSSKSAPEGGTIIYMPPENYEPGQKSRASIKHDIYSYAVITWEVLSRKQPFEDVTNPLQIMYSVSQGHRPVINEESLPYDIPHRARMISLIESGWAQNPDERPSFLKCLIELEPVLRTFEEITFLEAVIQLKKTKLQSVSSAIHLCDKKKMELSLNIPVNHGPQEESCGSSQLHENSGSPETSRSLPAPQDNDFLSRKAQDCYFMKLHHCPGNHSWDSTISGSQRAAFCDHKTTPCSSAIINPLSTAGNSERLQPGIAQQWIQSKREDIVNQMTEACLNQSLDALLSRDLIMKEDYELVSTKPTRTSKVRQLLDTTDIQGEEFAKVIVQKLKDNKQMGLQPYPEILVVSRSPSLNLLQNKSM
# Granule exo inh: lytic granule exocytosis inhibition; TALL-104 LAMP-1 surface exposure, flow cytometry; cells stimulated with thapsigargin and PMA; inhibition, % at 10 µM; 360,000 tested, 0.66% active; AID 651702;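 active means inhibition above about 55%, limit read from the data; inconclusive means no clear call, values can overlap the other calls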
# * hit, by the source's call; ? = inconclusive; · = no result given. Only part of the results is shown; count on the stated rates, not on these rows.
item	SMILES	TLR9-MyD88 block	NOD2 RIPK2 PPI	ABCB6 inh 2	MC4R antagonist	MC4R ag barr	Vif inh	Granule exo inh	Glyco luc inh	aDG glyco up	ABHD5 PLIN5 PPI
1	Cc1noc(C)c1C(=O)OCC(=O)c1c[nH]c2ccccc12	6	-8	97	1	-0.5	4	2	0	0.4	-2
2	CNC(=O)c1cc(S(=O)(=O)NC2CCCCCC2)ccc1C	-7	2	99	0	-2.6	8	2	2	0.1	4
3	O=C(Cn1ncc2c3ccccc3n(Cc3ccccc3F)c2c1=O)N1CCN(c2ccccn2)CC1	0	-4	94	14	0.7	-1	-6	6	-0.4	0
4	COc1ncnc(OC)c1S(=O)(=O)NCc1ccccc1	3	-3	92	5	-1.6	-7	-19	3	-0.1	4
5	Cc1ccc(C)c(CNc2ccc(S(=O)(=O)N3CCCCC3)cc2)c1	2	-11	92	6	0.3	-2	1	-2	0.5	-9
6	COc1ccc2[nH]cc(CCn3ccc(=O)c(C)c3C)c2c1	5	-14	104	-6	-1.6	24	0	2	-0.2	-2
7	Cc1ccc(NC(=O)NC(=O)N(C(C)C)S(=O)(=O)c2ccc(C)cc2)cc1	-15	-15	101	7	-0.7	-3	10	4	0.0	4
8	Cc1cc2c(cc(C(=O)N3CCC(C(=O)N4CCCC4)CC3)n2Cc2c(F)cccc2Cl)o1	-2	-10	91	11	1.0	·	-2	0	0.1	-4
9	CCn1c(=O)n(CC)c2cc([N+](=O)[O-])ccc21	-10	-2	102	13	-2.2	14	-1	0	-0.3	0
10	COc1ccc(CN(CC(O)COCc2ccccc2)S(=O)(=O)c2ccccc2Br)cc1OC (configuration not stated)	-1	6	105	8	-0.9	16	19	-6	0.0	2
11	CCOc1ncccc1C(=O)Nc1cc(S(=O)(=O)N2CCCCC2)ccc1C	2	-4	101	5	1.1	-7	4	1	0.0	-7
12	NC(N)=N/N=C/c1ccc(Cl)cc1Cl	-2	1	97	-7	0.0	-8	-3	-6	0.6	-2

# 5 entries from above, with two lines to a compound:
# Under each structure: TLR9-MyD88 block | NOD2 RIPK2 PPI | ABCB6 inh 2 | MC4R antagonist | MC4R ag barr | Vif inh | Granule exo inh | Glyco luc inh | aDG glyco up | ABHD5 PLIN5 PPI
(5) Cc1ccc(C)c(CNc2ccc(S(=O)(=O)N3CCCCC3)cc2)c1
→ 2 | -11 | 92 | 6 | 0.3 | -2 | 1 | -2 | 0.5 | -9
(6) COc1ccc2[nH]cc(CCn3ccc(=O)c(C)c3C)c2c1
→ 5 | -14 | 104 | -6 | -1.6 | 24 | 0 | 2 | -0.2 | -2
(7) Cc1ccc(NC(=O)NC(=O)N(C(C)C)S(=O)(=O)c2ccc(C)cc2)cc1
→ -15 | -15 | 101 | 7 | -0.7 | -3 | 10 | 4 | 0.0 | 4
(8) Cc1cc2c(cc(C(=O)N3CCC(C(=O)N4CCCC4)CC3)n2Cc2c(F)cccc2Cl)o1
→ -2 | -10 | 91 | 11 | 1.0 | · | -2 | 0 | 0.1 | -4
(9) CCn1c(=O)n(CC)c2cc([N+](=O)[O-])ccc21
→ -10 | -2 | 102 | 13 | -2.2 | 14 | -1 | 0 | -0.3 | 0

# Arranged by heavy-atom count (rising): some entries from above.
item	SMILES	TLR9-MyD88 block	NOD2 RIPK2 PPI	ABCB6 inh 2	MC4R antagonist	MC4R ag barr	Vif inh	Granule exo inh	Glyco luc inh	aDG glyco up	ABHD5 PLIN5 PPI
12	NC(N)=N/N=C/c1ccc(Cl)cc1Cl	-2	1	97	-7	0.0	-8	-3	-6	0.6	-2
5	Cc1ccc(C)c(CNc2ccc(S(=O)(=O)N3CCCCC3)cc2)c1	2	-11	92	6	0.3	-2	1	-2	0.5	-9
7	Cc1ccc(NC(=O)NC(=O)N(C(C)C)S(=O)(=O)c2ccc(C)cc2)cc1	-15	-15	101	7	-0.7	-3	10	4	0.0	4
11	CCOc1ncccc1C(=O)Nc1cc(S(=O)(=O)N2CCCCC2)ccc1C	2	-4	101	5	1.1	-7	4	1	0.0	-7

# Later entries
item	SMILES	TLR9-MyD88 block	NOD2 RIPK2 PPI	ABCB6 inh 2	MC4R antagonist	MC4R ag barr	Vif inh	Granule exo inh	Glyco luc inh	aDG glyco up	ABHD5 PLIN5 PPI
13	CC(C)CN(C(=O)COC(=O)C1c2ccccc2Oc2ccccc21)C1CCS(=O)(=O)C1 (configuration not stated)	-2	-14	92	-4	-1.8	-3	2	0	0.1	0
14	CCc1ccc(N2CC(C(=O)Nc3ccc(S(=O)(=O)Nc4nccs4)cc3)CC2=O)cc1 (configuration not stated)	7	4	96	4	-2.7	3	4	2	0.0	0
15	c1ccc(N2CCN(c3nc(NCc4ccco4)c4ccccc4n3)CC2)cc1	-2	0	99	7	2.4	28	15	-4	3.8	1
16	COc1cccc(CNC(=S)NC2CC2)c1	4	-5	101	4	-2.0	9	10	1	0.5	-8
17	Cc1ccc(CONC(=O)c2ccc(OC(F)F)cc2)cc1	7	0	94	6	-1.7	15	2	1	0.2	0
18	COc1ccc2c(c1)C(=O)CC(c1ccccc1)O2 (configuration not stated)	-4	-8	96	-5	-1.6	8	-12	-1	-0.2	1
19	COc1ccc(NC(=O)C(=O)c2cn(CC(=O)N3CCCC3)c3ccccc23)cc1	9	3	102	-23	-3.4	-6	19	19	-0.5	-4
20	COc1ccc(C(=O)Nc2ccc(NC(C)=O)cc2)cc1S(=O)(=O)N(C)Cc1ccccc1	-1	-10	98	1	-2.1	-6	-6	-3	0.1	-2
21	CCOc1ccccc1NC(=O)C(NC(=O)C1CCC(C)CC1)C(C)C (configuration not stated)	1	-5	96	3	-0.6	8	-2	0	0.1	-2
22	CCCCCCCCCn1c2c(c(=N)c3c1CCC3)CCC2	2	6	86	-8	8.2	-6	19	18	0.4	21
23	CCCN(CCC)Cc1c(C(=O)N/N=C/c2c[nH]c3ccccc23)nnn1-c1nonc1N	-6	-4	95	2	3.8	7	12	1	-0.2	7
24	O=C(c1ccco1)C(O)c1ccco1 (configuration not stated)	-14	-3	96	11	-0.8	2	-2	1	0.3	-1
25	O=C(CNC(=O)C1CCCCC1)Nc1ccccc1	8	11	92	8	-2.2	-11	0	0	0.0	-5
26	CC1CC(C)CN(C(=O)c2cc3ccccc3o2)C1 (configuration not stated)	-1	-7	107	-5	-2.1	·	7	1	0.2	-5
27	C=CCC1C=CCC(CC=C)N1C(=O)c1ccccc1[N+](=O)[O-] (configuration not stated)	-6	-2	101	14	0.3	3	18	-2	0.1	3
28	COc1ccccc1-n1ccnc1SCC(=O)NCc1ccco1	-9	4	96	12	2.5	-2	-2	-1	0.0	-1
29	COc1ccccc1C(=O)Nc1ccc2c(c1)nc(CCNC(=O)c1ccco1)n2C	2	-8	105	-17	-1.2	2	0	?	0.0	8
30	COC(=O)CSc1nnc(-c2ccc(NS(=O)(=O)c3ccccc3)cc2)o1	-8	-5	97	68*	0.4	13	11	0	-0.3	-2
31	CCCCn1nnnc1C(c1cc2ccccc2o1)N1CCN(CCN(C)C)CC1 (configuration not stated)	·	-12	110	·	·	·	2	·	0.0	-2
32	CC(C)n1c(N)c(C#N)c2ccc([N+](=O)[O-])cc2c1=O	9	-5	96	9	-2.9	4	54	-1	1.5	4
33	O=C(NCC(=O)N(CC1CCCO1)C(C(=O)NC1CCCCC1)c1ccccc1)c1ccco1 (configuration not stated)	5	-5	102	14	-0.4	-9	-2	1	-0.1	-6
34	CCC(=O)Nc1ccc(NC(=O)C23CC4CC(CC(C4)C2)C3)cn1	-2	4	98	1	-1.4	·	-3	1	-0.3	-7
35	Cc1cc(Nc2ccc3c(c2)OCCO3)c2cc(Cl)ccc2n1	6	-6	95	1	0.7	-1	4	-9	0.5	1
36	NS(=O)(=O)c1ccc(CNC(=O)/C=C/c2ccco2)cc1	-2	0	99	-3	0.3	-2	2	-2	0.0	23*
37	Cc1cc(N=CC2=C(O)CC(C)(C)CC2=O)no1	1	2	102	9	-2.6	1	0	1	-0.1	1
38	CCc1ccccc1NC1=NCC(=O)N1Cc1ccc2c(c1)OCO2	-3	-2	99	14	1.0	0	1	0	0.2	-4
39	CCC(C)n1c(SCC(=O)NCc2ccco2)nnc1-c1cccc(S(=O)(=O)N2CCOCC2)c1 (configuration not stated)	-21	10	86	1	-1.6	0	-2	-4	0.3	7
40	O=C(c1cc(=O)c2cc(Cl)ccc2o1)N1CCN(Cc2ccccc2)CC1	3	-5	96	25	1.1	-3	0	2	-0.2	3
41	O=C(Nc1ccc(-c2n[nH]c(=S)o2)cc1)c1ccccc1Cl	8	-14	97	0	-0.9	20	2	3	-0.1	-3
42	Cc1cc(C(=O)CSc2nnc(-c3ccco3)o2)c(C)n1C	0	4	97	-8	-3.7	3	7	1	0.1	-2
43	CC(=O)Nc1ccccc1NC(=O)c1ccccc1-c1ccccc1	6	-10	99	-5	-0.7	-4	12	3	-0.1	1
44	Cc1c(NC(=O)C(C)OC(=O)c2ccc(Br)o2)c(=O)n(-c2ccccc2)n1C (configuration not stated)	-3	3	97	15	0.7	-2	4	-1	0.0	3
45	COc1ccccc1NC(=O)CSc1nncs1	1	-1	102	7	-2.3	7	-12	1	-0.2	-1
46	CNC(=O)c1sccc1-n1cccc1	0	-10	98	-5	4.3	11	-3	0	0.1	3
47	O=C(NCc1ccccc1Br)c1ccncc1	7	2	97	22	-1.2	-5	-3	0	0.2	0
48	Cc1cccc(OCCCC(=O)Nc2ccc(N3CCOCC3)cc2)c1	3	-13	93	3	1.7	-4	6	0	0.0	-5
49	COC(=O)c1ccc(Nc2nc(C)nc3c2nnn3Cc2ccccc2)cc1	-9	0	98	-3	-1.0	14	-11	-1	0.6	-19
50	CCOc1c(Br)cc(/C=C2/SC(=O)N(CC(=O)N3CCCC3)C2=O)cc1OC	7	1	96	5	-0.9	12	0	-1	-0.1	-6
51	COc1ccc(-c2cc(C(F)(F)F)nc(S(=O)(=O)CCCC(=O)Nc3cccnc3Cl)n2)cc1OC	10	11	100	0	-2.0	115*	10	-9	-0.2	24*
52	CC(C)C(C)(C#N)NC(=O)CSc1nnc(-c2ccccc2)o1 (configuration not stated)	-9	-2	99	16	1.5	-5	2	1	-0.1	2
53	c1ccc(CCSc2nccn2-c2ccccc2)cc1	20	3	101	-5	-0.3	8	-14	-3	0.0	-1
54	CCN(CC)CCCNC(=O)C1c2ccccc2C(=O)N(CCOC)C1c1ccc(F)cc1 (configuration not stated)	4	9	98	10	-2.7	4	4	3	0.0	5

# Compound activity as filed in PubChem.
